Screens (PubChem BioAssay)
TSG101-PTAP inh: qHTS Assay for Iinhibitors of HIV-1 Budding by Blocking the Interaction of PTAP/TSG101; Fluorescence polarization, FITC-PTAP peptide / Tsg101 binding; Potency, µM (titrated, usually from 115 µM), for inactives: at the top dose activity change, negative = inhibition, hits mostly inhibitors; 340,000 tested, under 10 active; AID 493005, 2010; active = well fitted inhibition curve with a large enough effect in the main read-out, with a control signal flat, not every such curve was filed as active; inconclusive = small, poorly fitted or top-dose-only effect, or effect the other way, or a change in a side signal; inactive = no such curve, though single readings can be large or run the other way; note: potency is the fitted concentration of half-maximal effect; % of control where 0% means no effect
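Steps: Tsg101 binding domain dispensed (10 uM final), compounds pinned in DMSO, FITC-labeled PTAP-motif peptide added (50 nM final); after 20 min binding at room temperature, polarization measured.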
ELG1 repair inh: qHTS screen for small molecules that inhibit ELG1-dependent DNA repair in human embryonic kidney (HEK293T) cells expressing luciferase-tagged ELG1; AID 504467, 2011; Potency, µM (highest dose often 46.1 µM), for the others: top-dose activity change, negative = inhibition, usual class: inhibitors; HEK293T ELG1-luciferase reporter, luminescence, 16 h; DNA damage induced by 5-fluorouridine; actives 2.3% (n = 330,000); note: potency is the fitted concentration of half-maximal effect; % is set by controls: 0 for no effect and ±100 for the full control effect; nearly all actives have a fitted effect of over 55% in size
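5-Fluorouridine DNA damage + compound/DMSO, 2,000 cells/well, 16 h, 37 °C/5% CO2. ONE-Glo, 30 min RT, luminescence. Readout = decrease in reporter signal.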
USP2a inh: qHTS Assay for Inhibitors of Ubiquitin-specific Protease USP2a Using CHOP2 as the Reporter | USP2 core, Ub-CHOP2 coupled fluorogenic reporter, 485/531 | Potency, µM (titrated, usually from 38.3 µM), for inactives: top-dose activity change, negative = inhibition, usual class: inhibitors | actives 0.01% (n = 330,000) | AID 463254, 2010;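 note: potency is the fitted concentration of half-maximal effect; plate controls were DMSO wells for no effect and full inhibition by NEM control for full effect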
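USP2 core (10nM final) preincubated 30min RT with compound in 20mM Tris-HCl pH 8.0, 2mM CaCl2, 2mM beta-mercaptoethanol, 0.05% CHAPS; 25nM Ub-CHOP2 plus 25nM reporter substrate added, fluorescence (Ex485/Em531) read after 60min.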
BCR signal inh: qHTS Assay to Find Inhibitors of Chronic Active B-Cell Receptor Signaling; ABC-DLBCL IkBa-CBG/CBR reporter, luminescence ratio, 4 h; Potency, µM (titrated, usually from 46.1 µM), without a hit: top-dose ratio change, negative = lower green/red ratio, actives largely listed as inhibitors; actives 0.05% (n = 340,000); AID 493014, 2011; active = well fitted inhibition curve with a large enough effect in the signal ratio, with a control signal flat, not every such curve was filed as active; inconclusive = small, poorly fitted or top-dose-only effect, or effect the other way, or a change in a side signal; the % refers to the signal ratio;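 note: potency is the fitted concentration of half-maximal effect; plate controls were basal doxycycline-induced cells for no effect and cells given 10 µM MG132 for full effect; MG132 reads +100%, hits lower the ratio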
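Doxycycline induced both beetle luciferases in TMD8 lymphoma cells; IKK-driven degradation limits the IkappaBalpha-fused green signal, while red luminescence normalises for cell number and nonspecific effects. Compounds tested up to 46 uM, 4 hrs.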
uPA surface inh: qHTS for Inhibitors of Cell Surface uPA Generation; cell surface uPA generation assay, qHTS; Potency, µM (titrated, usually from 38.3 µM), for the others: at the highest dose activity change, negative = inhibition, actives largely listed as inhibitors; actives 0.31% (n = 330,000); AID 540303, 2011; active = well fitted inhibition curve with a large enough effect; inconclusive = small, poorly fitted or top-dose-only effect; inactive = no such curve, though single readings can be large or run the other way; tested in mouse RAW 264.7 cells; note: potency is the fitted concentration of half-maximal effect; % is set by controls: 0 for no effect and ±100 for the full control effect; nearly all actives have a fitted effect of over 55% in size
Mito fusion yeast: qHTS Assay for Small Molecule Inhibitors of Mitochondrial Division or Activators of Mitochondrial Fusion; S. cerevisiae fusion-defective mutant growth rescue, CellTiterGlo 48 h; Potency, µM (doses to about 46.1 µM), for inactives: at the highest dose growth rescue (activation), hits mostly activators; actives 0.23% (n = 320,000); AID 485298, 2010;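 note: potency is the fitted concentration of half-maximal effect; % of control where 0% means no effect; nearly all actives have a fitted effect of over 45% in size; temperature-sensitive fusion mutants such as fzo1-1 at 37 °C on non-fermentable ethanol glycerol medium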
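S. cerevisiae fusion-defective temperature-sensitive mutants (e.g. fzo1-1, mgm1-5) grown 48 h at 37C in YPEG (ethanol/glycerol non-fermentable) medium with 23 nl compound per well; growth rescue read as CellTiterGlo luminescence.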
Tb PFK block: qHTS Assay to Find Inhibitors of T. brucei phosphofructokinase; ATP-dependent 6-phosphofructokinase (Trypanosoma brucei brucei), O15648; T. brucei PFK, ADP-Glo luminescence; Potency, µM (highest dose often 57.5 µM), for inactives: at the highest dose activity, negative = inhibition, hits mostly inhibitors; actives 0.17% (n = 330,000); AID 485367, 2010;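 note: potency is the fitted concentration of half-maximal effect; 0% = uninhibited 1x PFK enzyme wells and -100% = no-enzyme wells; nearly all actives have a fitted effect of over 60% in size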
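PFK 1.25 nM, F6P 0.5 mM, ATP 0.1 mM, 0.1 M TEA pH 8.0, 5 mM MgCl2, 0.01% Tween20, 0.1% BSA; 45 min RT. ADP-Glo readout. qHTS titration up to 57 uM; curves fitted, compounds curve-classed.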
Eya2 phos inh: qHTS Assay for Inhibitors of the Phosphatase Activity of Eya2; Protein phosphatase EYA2 (Homo sapiens), O00167; recombinant Eya2, OMFP fluorescence dephosphorylation (OMFP is methylfluorescein phosphate); AID 488837, 2010; Potency, µM (top dose mostly 76.9 µM), for inactives: top-dose activity, negative = inhibition, hits mostly inhibitors; actives 0.006% (n = 330,000); note: potency is the fitted concentration of half-maximal effect; % is set by controls: 0 for no effect and ±100 for the full control effect
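Eya2 protein (added as 0.2 uM solution) was preincubated with compound for 10 min at ambient temperature in 50 mM HEPES pH 7.5, 50 mM NaCl, 5 uM MgCl2, 0.05% BSA, 1 mM DTT. OMFP (added at 50 uM) then reacted 10 min; fluorescence read at 485/525 nm.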
TSHR antagonist: Antagonists of the Thyroid Stimulating Hormone Receptor: HTS campaign; Thyrotropin receptor (Homo sapiens), P16473; TSHR-expressing cells, TSH-stimulated cAMP HTRF, 2 h; active compounds read low; activity change, negative = inhibition, % at 11.5 µM; actives 0.2% (n = 330,000);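 active = activity change below a set negative limit, meaning inhibition stronger than a set level, cut at about -70% in these data; inconclusive = activity change between two set negative limits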; note: % is set by controls: 0 for no effect and ±100 for the full control effect
Target sequence (P16473 whole entry, looked up): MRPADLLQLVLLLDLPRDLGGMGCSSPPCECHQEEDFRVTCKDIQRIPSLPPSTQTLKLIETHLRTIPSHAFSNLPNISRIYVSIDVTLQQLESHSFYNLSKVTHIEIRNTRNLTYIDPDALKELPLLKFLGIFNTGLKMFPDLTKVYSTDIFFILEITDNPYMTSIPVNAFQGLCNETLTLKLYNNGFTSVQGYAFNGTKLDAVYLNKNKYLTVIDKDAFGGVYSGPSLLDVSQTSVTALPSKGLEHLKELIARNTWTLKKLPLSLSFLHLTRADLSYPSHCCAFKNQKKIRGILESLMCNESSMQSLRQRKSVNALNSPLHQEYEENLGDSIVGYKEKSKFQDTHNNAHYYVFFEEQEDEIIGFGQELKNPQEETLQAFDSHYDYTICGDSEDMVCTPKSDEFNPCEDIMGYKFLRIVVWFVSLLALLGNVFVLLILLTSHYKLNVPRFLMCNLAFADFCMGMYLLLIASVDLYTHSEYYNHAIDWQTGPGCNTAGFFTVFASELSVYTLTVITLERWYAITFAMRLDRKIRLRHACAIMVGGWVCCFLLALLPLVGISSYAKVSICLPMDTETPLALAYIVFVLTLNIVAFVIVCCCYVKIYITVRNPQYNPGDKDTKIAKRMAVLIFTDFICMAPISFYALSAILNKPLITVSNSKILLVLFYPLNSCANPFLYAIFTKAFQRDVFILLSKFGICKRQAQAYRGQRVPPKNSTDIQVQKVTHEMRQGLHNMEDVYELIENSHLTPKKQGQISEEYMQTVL
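Inhibition of cAMP made by TSHR-expressing cells under TSH stimulation (4nM final, EC80; 2 h, 37 deg C) is quantified with a one-step lysis HTRF kit, anti-cAMP cryptate versus cAMP-d2.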
B2AR arrestin: qHTS assay of beta-arrestin-biased ligands of beta2-adrenergic receptor; beta-arrestin recruitment to beta2AR, cell-based reporter; Potency, µM (titrated, usually from 46.1 µM), inactives show at the highest dose activation, actives largely listed as activators; actives 0.02% (n = 330,000);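 note: potency is the fitted concentration of half-maximal effect; 0% = DMSO controls and full agonism = EC100 isoproterenol or metaproterenol; nearly all actives have a fitted effect of over 65% in size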
Target sequence (P07550 whole entry, looked up): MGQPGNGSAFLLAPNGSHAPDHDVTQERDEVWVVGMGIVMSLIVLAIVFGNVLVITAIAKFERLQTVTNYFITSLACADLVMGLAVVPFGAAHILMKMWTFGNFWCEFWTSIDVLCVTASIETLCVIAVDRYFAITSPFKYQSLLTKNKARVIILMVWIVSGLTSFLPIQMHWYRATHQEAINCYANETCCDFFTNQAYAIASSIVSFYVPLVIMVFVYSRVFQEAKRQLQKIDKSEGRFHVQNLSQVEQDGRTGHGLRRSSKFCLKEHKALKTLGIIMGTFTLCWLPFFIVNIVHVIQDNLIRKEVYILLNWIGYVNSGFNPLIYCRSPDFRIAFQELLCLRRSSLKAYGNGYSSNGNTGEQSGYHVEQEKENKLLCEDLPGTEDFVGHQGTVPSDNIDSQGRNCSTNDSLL
TCR activator: Activators of T cell receptors: qHTS campaign. primary human leukocytes, anti-CD3, IL-2 HTRF, 48 h. Potency, µM (highest dose often 9.22 µM), without a hit: at the highest dose activation of IL-2 secretion, actives largely listed as activators. 330,000 tested, under 10 active. AID 504894, 2011; note: % of control where 0% means no effect
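Primary human leukocytes were stimulated with a-CD3 beads plus compounds for 48 hr without co-stimulation; secreted IL-2 was quantified by HTRF using a-IL-2-K (europium cryptate) and a-IL-2-d2, excited at 320nm with acceptor emission read at 665nm.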
* hit, by the source's call; [ ] = dose if it differs, or a comment. Unless noted, calls come from the whole dose curve; as a rule, active = well fitted curve in the direction sought with a large enough effect; inconclusive = small, poorly fitted or top-dose-only effect, or another doubt; inactive = no such curve, though single readings can be large; an effect the other way counts as inactive or inconclusive. Rows are unselected (roughly 3% active in at least one column).

For O=C(Cn1cc([N+](=O)[O-])cn1)NCc1cc2ccccc2[nH]1 the results were TSG101-PTAP inh -2%, ELG1 repair inh -4%, USP2a inh 8%, BCR signal inh -2%, uPA surface inh -1%, Mito fusion yeast -3%, Tb PFK block -30%, Eya2 phos inh 1%, TSHR antagonist 10, B2AR arrestin -0.1% and TCR activator 1%[46.1 µM].
O=C(O)C1(S(=O)(=O)CCC(F)=C(F)F)CC1 was read as TSG101-PTAP inh -9%, ELG1 repair inh 9%, USP2a inh 0%, BCR signal inh 0%, uPA surface inh 2%, Mito fusion yeast -2%, Tb PFK block 5%, Eya2 phos inh -9%, TSHR antagonist 12, B2AR arrestin -0.1% and TCR activator 1%.
For CCOC(=O)/C(C#N)=C1\CCCN1CC(N)=S the results were TSG101-PTAP inh 0%, ELG1 repair inh -7%, USP2a inh 0%, BCR signal inh 1%, uPA surface inh 0%, Mito fusion yeast -19%, Tb PFK block -26%, Eya2 phos inh 2%, TSHR antagonist 21, B2AR arrestin -1.6% and TCR activator -1%[46.1 µM].
For Cc1ccc(S(=O)(=O)CC(=O)Nc2c(C)n(C)n(-c3ccccc3)c2=O)cc1 the results were TSG101-PTAP inh -2%, ELG1 repair inh -9%, USP2a inh 1%, BCR signal inh -6%, uPA surface inh 4%, Mito fusion yeast -2%, Tb PFK block -1%, Eya2 phos inh -1%, TSHR antagonist 0, B2AR arrestin 0.5% and TCR activator 1%.
Screening CCn1c(Cc2c(C)[nH]c3ccccc23)nnc1SCC(=O)NCc1ccccc1 returned TSG101-PTAP inh -1%, ELG1 repair inh -12%, USP2a inh 0%, BCR signal inh 1%, uPA surface inh 6%, Mito fusion yeast -3%, Tb PFK block 15%, Eya2 phos inh 2%, TSHR antagonist 1, B2AR arrestin -3.3% and TCR activator 7%.
Screening CCOC(=O)c1sc2nc(C)[nH]c(=S)c2c1C returned TSG101-PTAP inh -1%, ELG1 repair inh -7%, USP2a inh 0%, BCR signal inh inconclusive, uPA surface inh 0%, Mito fusion yeast 13%, Tb PFK block -2%, Eya2 phos inh -22%, TSHR antagonist 7, B2AR arrestin 9.3% and TCR activator -11%.
`COc1ccccc1CNC(=O)COC(=O)c1cc(C)oc1C` gave TSG101-PTAP inh -4%, ELG1 repair inh 1%, USP2a inh 1%, BCR signal inh 6%, uPA surface inh 16%, Mito fusion yeast -1%, Tb PFK block 0%, Eya2 phos inh -17%, TSHR antagonist 6, B2AR arrestin -0.3% and TCR activator 1%.
Screening Cn1c(CCNC(=O)c2cccs2)nnc1SCC(=O)N1CCN(c2ccccc2)CC1 returned TSG101-PTAP inh 0%, ELG1 repair inh -13%, USP2a inh 4%, BCR signal inh 3%, Mito fusion yeast -2%, Tb PFK block -10%, Eya2 phos inh 10%, TSHR antagonist 19, B2AR arrestin -0.4% and TCR activator -4%.
Screening O=S(=O)(NC1=NCCCCC1)c1ccc2ccccc2c1 returned TSG101-PTAP inh -1%, ELG1 repair inh inconclusive, USP2a inh -1%, BCR signal inh 0%, uPA surface inh 4%, Mito fusion yeast -3%, Tb PFK block 4%, Eya2 phos inh -3%, TSHR antagonist 7, B2AR arrestin -0.7% and TCR activator -4%[46.1 µM].
C/C(=N\NC(=S)NC1CCCCC1)c1ccccc1 was read as TSG101-PTAP inh 0%, ELG1 repair inh inconclusive, USP2a inh 3%, BCR signal inh -2%, uPA surface inh -9%, Mito fusion yeast -1%, Tb PFK block 1%, Eya2 phos inh 7%, TSHR antagonist -19, B2AR arrestin -0.1% and TCR activator 9%[46.1 µM].
CCN(C(=O)CN1CCCc2ccccc21)c1c(N)n(Cc2ccccc2)c(=O)[nH]c1=O was read as ELG1 repair inh -1%, USP2a inh 2%, BCR signal inh 1%, Mito fusion yeast -2%, Tb PFK block 0%, Eya2 phos inh -21%, TSHR antagonist 0 and B2AR arrestin 0.1%.
Screening O=[N+]([O-])c1ccccc1/C=N/n1c(-c2ccccc2)n[nH]c1=S returned TSG101-PTAP inh 0%, ELG1 repair inh 2%, USP2a inh -1%, BCR signal inh 6%, uPA surface inh 2%, Mito fusion yeast -6%, Tb PFK block 2%, Eya2 phos inh 0%, TSHR antagonist -10, B2AR arrestin -1.1% and TCR activator -2%.
Screening Fc1ccc(-n2nnc(-c3cccnc3)n2)cc1 returned TSG101-PTAP inh -1%, ELG1 repair inh inconclusive, USP2a inh 1%, BCR signal inh inconclusive, uPA surface inh -15%, Mito fusion yeast -5%, Tb PFK block 2%, Eya2 phos inh 11%, TSHR antagonist 9, B2AR arrestin -0.6% and TCR activator 5%.
COc1ccc(C(=O)Nc2ccc(NC(=O)CSc3nnc(-c4ccncc4)n3C)cc2)cc1 was read as TSG101-PTAP inh -6%, ELG1 repair inh 20%, USP2a inh 4%, BCR signal inh 0%, uPA surface inh 2%, Mito fusion yeast 2%, Tb PFK block 4%, Eya2 phos inh 2%, TSHR antagonist 12, B2AR arrestin -0.3% and TCR activator -3%.
For COc1ccc2nc(NC(=O)CSc3nnc(N)s3)sc2c1 the results were TSG101-PTAP inh 0%, ELG1 repair inh inconclusive, USP2a inh 5%, BCR signal inh 2%, uPA surface inh 13%, Mito fusion yeast 5%, Tb PFK block -2%, Eya2 phos inh -6%, TSHR antagonist 15, B2AR arrestin -0.2% and TCR activator -1%[46.1 µM].
`CCOc1ccccc1C(=O)Nc1nnc(CC)s1` gave TSG101-PTAP inh 0%, ELG1 repair inh inconclusive, USP2a inh -1%, BCR signal inh inconclusive, uPA surface inh -4%, Mito fusion yeast 8%, Tb PFK block -7%, Eya2 phos inh -11%, TSHR antagonist -9, B2AR arrestin -0.6% and TCR activator 4%[46.1 µM].
For Cc1noc2ncnc(Oc3ccc(Cl)cc3Cl)c12 the results were TSG101-PTAP inh 1%, ELG1 repair inh 10%, USP2a inh 0%, BCR signal inh 1%, Mito fusion yeast 5%, Tb PFK block 1%, Eya2 phos inh -18%, TSHR antagonist 2, B2AR arrestin -0.3% and TCR activator -11%.
For Cc1ccccc1Nc1nc(N)nc(CSc2nc3ccccc3c(=O)n2C)n1 the results were TSG101-PTAP inh -3%, ELG1 repair inh inconclusive, USP2a inh 2%, BCR signal inh -9%, uPA surface inh -15%, Mito fusion yeast -3%, Tb PFK block 1%, Eya2 phos inh 9%, TSHR antagonist -16, B2AR arrestin 0.4% and TCR activator -5%.
Screening OC1CCN(C(=S)Nc2ccc(Nc3ccccc3)cc2)CC1 returned TSG101-PTAP inh -7%, ELG1 repair inh inconclusive, USP2a inh -1%, BCR signal inh 0%, uPA surface inh -3%, Mito fusion yeast -4%, Tb PFK block -8%, Eya2 phos inh 5%, TSHR antagonist 5 and B2AR arrestin -0.2%.
`Cc1ccc(CN2C3CCCC2CC(NC(=O)c2ccc(C)cc2)C3)cc1` (configuration not stated) gave TSG101-PTAP inh 0%, ELG1 repair inh -5%, USP2a inh 0%, BCR signal inh 3%, uPA surface inh -2%, Mito fusion yeast 7%, Tb PFK block -5%, Eya2 phos inh -16%, TSHR antagonist -1, B2AR arrestin -1.1% and TCR activator -1%.
For CCOc1ccccc1N(C)S(=O)(=O)c1ccc2c(c1)N(C(C)=O)CCO2 the results were TSG101-PTAP inh 1%, ELG1 repair inh 7%, USP2a inh 4%, BCR signal inh -11%, uPA surface inh 4%, Mito fusion yeast -3%, Tb PFK block 0%, Eya2 phos inh 3%, TSHR antagonist 9, B2AR arrestin -0.2% and TCR activator -2%.
For O=C(CSc1nnc(-c2ccncc2)o1)NCc1ccccc1 the results were TSG101-PTAP inh 1%, ELG1 repair inh inconclusive, USP2a inh 0%, BCR signal inh 5%, uPA surface inh 0%, Mito fusion yeast -4%, Tb PFK block -2%, Eya2 phos inh -1%, TSHR antagonist 6, B2AR arrestin 0.4% and TCR activator 3%[46.1 µM].
Screening Cc1ccc(C(=O)NCc2ccc3c(c2)OCO3)cc1 returned TSG101-PTAP inh -8%, ELG1 repair inh 24%, USP2a inh 10%, BCR signal inh -1%, uPA surface inh 11%, Mito fusion yeast 6%, Tb PFK block 2%, Eya2 phos inh -14%, TSHR antagonist 6, B2AR arrestin 4.2% and TCR activator 0%.
